# Compound activity as filed in PubChem BioAssay.
# Tau fluor counter: counter-screen for tau fibril formation inhibitors; tau K18 P301L (four-repeat tau fragment) Alexa594 fluorescence, heparin fibrillization; Potency, µM (highest dose often 57.7 µM), inactives show top-dose activity change, negative = decrease; actives 0.93% (n = 280,000); AID 1463; also: potency is read from the fitted curve at half-maximal effect; % is scaled to controls: 0 for no effect and ±100 for the full control effect; nearly all actives have a fitted effect of over 55% in size
#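 Human K18 P301L tau (15 uM unlabeled plus 0.24 uM Alexa 594-labeled, final) in 100 mM sodium acetate pH 7 was mixed with compound and 20 uM heparin and incubated 6 hr at 37 C.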
# CBFb-RUNX1 inh: CBF-beta/RUNX1 interaction disruption; Q01196+Q13951; AlphaScreen CBFb-His/RUNX1-biotin binding, biochemical; Potency, µM (top dose mostly 59.8 µM), for inactives: at the highest dose activity, negative = inhibition, actives largely listed as inhibitors; 230,000 tested, under 10 active; AID 1477; also: % of control where 0% means no effect
#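 CBFb-His/RUNX1-biotin, 30 nM each, preincubated 20 min RT; compound 15 min RT; Ni + streptavidin beads 50 ng each, 90 min RT; AlphaScreen read.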
# Tau fibril FP: tau fibrillization inhibition (FP); actives 0.39% (n = 280,000); Potency, µM (titrated, usually from 57.7 µM), for the others: at the highest dose activity, negative = inhibition, most hits filed as inhibitors; AID 1468; K18 P301L tau heparin fibrillization, Alexa594 FP, 6 h; also: potency is read from the fitted curve at half-maximal effect; % is scaled to controls: 0 for no effect and ±100 for the full control effect; nearly all actives have a fitted effect of over 55% in size
# Target sequence (P10636 561-689 P618L limits assumed): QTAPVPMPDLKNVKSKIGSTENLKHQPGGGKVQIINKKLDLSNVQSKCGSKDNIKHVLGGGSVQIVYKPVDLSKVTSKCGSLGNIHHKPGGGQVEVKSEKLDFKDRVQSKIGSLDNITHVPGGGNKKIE
#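 Human K18 P301L fragment (15 uM unlabeled plus 0.24 uM Alexa 594-labeled) in 100 mM sodium acetate pH 7 with compound, aggregation induced by 20 uM heparin for 6 hr at 37 C. ThT (30 uM) added for 1 hr, then Alexa 594 FP read.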
# GLA spleen mod: inhibitors or activators of human alpha-galactosidase in spleen homogenate; P06280; actives 0.008% (n = 240,000); Potency, µM (titrated, usually from 80 µM), for inactives: at the highest dose activity change, negative = inhibition, hits mostly inhibitors; human spleen homogenate, 4MU-alpha-Gal fluorescence, 40 min;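 also: potency is read from the fitted curve at half-maximal effect; 0% = enzyme with vehicle and -100% = no enzyme basal signal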
# Target sequence (P06280 32-429 limits assumed): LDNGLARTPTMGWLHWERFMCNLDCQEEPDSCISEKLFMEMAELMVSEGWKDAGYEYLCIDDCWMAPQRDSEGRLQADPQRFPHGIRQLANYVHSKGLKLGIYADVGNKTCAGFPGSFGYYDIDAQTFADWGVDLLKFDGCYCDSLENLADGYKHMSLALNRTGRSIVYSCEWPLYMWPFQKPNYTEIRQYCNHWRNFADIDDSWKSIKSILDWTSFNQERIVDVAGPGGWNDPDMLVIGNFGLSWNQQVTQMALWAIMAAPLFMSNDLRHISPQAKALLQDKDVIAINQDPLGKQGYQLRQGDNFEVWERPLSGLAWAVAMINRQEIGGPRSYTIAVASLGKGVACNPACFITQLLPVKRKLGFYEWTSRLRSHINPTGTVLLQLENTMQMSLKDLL
#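 Spleen homogenate 1 ug + cpd (titration) + 4-MU-alpha-D-galactopyranoside 1 mM; 37C 40 min; 50 mM citrate/phosphate pH 5.0, 0.01% Tween-20; stop pH 10; fluorescence 365/440; AC50 via Hill.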
# TRb-SRC2 inh: TRbeta-SRC2 interaction inhibition | P10828 | TRbeta-SRC2 peptide binding, fluorescence polarization; receptor liganded with 1 µM T3 | Potency, µM (titrated, usually from 106 µM), for inactives: top-dose activity change, negative = inhibition, usual class: inhibitors | actives 0.065% (n = 280,000) | AID 1469;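 also: potency is read from the fitted curve at half-maximal effect; plate controls were bound peptide for no effect and peptide without receptor for full effect; nearly all actives have a fitted effect of over 50% in size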
# Target sequence (P10828 whole entry, looked up): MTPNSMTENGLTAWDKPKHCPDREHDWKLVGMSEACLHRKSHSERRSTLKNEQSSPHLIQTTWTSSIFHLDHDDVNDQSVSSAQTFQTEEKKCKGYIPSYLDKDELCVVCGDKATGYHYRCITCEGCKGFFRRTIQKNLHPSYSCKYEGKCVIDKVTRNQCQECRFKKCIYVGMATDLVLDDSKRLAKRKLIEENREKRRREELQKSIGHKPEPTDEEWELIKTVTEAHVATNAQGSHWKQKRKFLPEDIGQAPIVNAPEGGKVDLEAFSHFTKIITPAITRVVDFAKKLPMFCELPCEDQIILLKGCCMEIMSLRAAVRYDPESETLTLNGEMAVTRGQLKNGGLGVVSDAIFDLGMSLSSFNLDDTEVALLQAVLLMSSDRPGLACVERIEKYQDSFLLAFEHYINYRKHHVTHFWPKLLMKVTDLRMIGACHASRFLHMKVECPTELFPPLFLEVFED
#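 Fluorescence polarization of 20 nM Texas Red SRC2 peptide (20-aa NR interaction domain) bound to 0.6 uM human TRb ligand-binding domain, with 1 uM T3, after 5 hr at ambient temperature; inhibition seen as decreased polarization.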
# NPSR antagonist: neuropeptide S receptor (human) antagonism, cAMP; CHO-NPSR cells, cAMP TR-FRET, antagonist mode; Potency, µM (series often up to 38.3 µM), inactives show top-dose activity change, negative = inhibition, hits mostly inhibitors; actives 1% (n = 220,000); AID 1461; also: potency is read from the fitted curve at half-maximal effect; % is scaled to controls: 0 for no effect and ±100 for the full control effect; nearly all actives have a fitted effect of over 50% in size; many of its hits are not listed in these tables
# Epigenetic reg: epigenetic control regulation, reporter derepression | murine LDR cells, GFP reporter derepression, 30 h | Potency, µM (highest dose often 53.9 µM), for the others: at the top dose GFP activation, most hits filed as activators | actives 0.2% (n = 280,000); also: potency is read from the fitted curve at half-maximal effect; % of control where 0% means no effect; nearly all actives have a fitted effect of over 60% in size
#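 In this reporter-derepression format, murine cells bearing a silenced integrated CMV-GFP locus incubate with test compound (30 h, 37 C), then are washed and imaged; fluorescent objects of 20–120 um count as induced cells.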
# TexasRed fluor: counter-screen for TRb-SRC2 inhibitors: fluorescence interference | TRb/SRC2 Texas Red total fluorescence interference | AID 1479 | Potency, µM (highest dose often 106 µM), without a hit: top-dose fluorescence change, negative = quenching | actives 0.29% (n = 280,000); active = well fitted curve in either direction with a large enough effect; inconclusive = small, poorly fitted or top-dose-only effect; also: potency is read from the fitted curve at half-maximal effect; % is scaled to controls: 0 for no effect and ±100 for the full control effect
#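 Human TRβ ligand-binding domain (0.6 uM) and Texas Red SRC2 peptide (20 nM) in Tris buffer with 1 uM T3 and 5% DMSO were incubated with pinned compound for 5 hr at ambient temperature. Total fluorescence was computed as S + 2P (555/632 nm).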
# * hit, by the source's call; ? = inconclusive; / = no result given; & = joins results of further samples; [ ] = another dose, or the depositor's remark. Unless noted, calls follow the shape of the dose curve; as a rule, active = well fitted curve in the direction sought with a large enough effect; inconclusive = small, poorly fitted or top-dose-only effect, or another doubt; inactive = no such curve, though single readings can be large; an effect the other way counts as inactive or inconclusive. An excerpt, so the mix of outcomes need not match the whole.
SMILES,Tau fluor counter,CBFb-RUNX1 inh,Tau fibril FP,GLA spleen mod,TRb-SRC2 inh,NPSR antagonist,Epigenetic reg,TexasRed fluor
Cc1cccc2c(=O)cc(C)n(CC(N)=O)c12,6%,3%,4%,-9%,-11%,9%,-1.1%,-7%
O=C(CSCc1cc(=O)c2ccccc2[nH]1)Nc1cccc(C(F)(F)F)c1,-4%,/,0%,/,-7%,/,-2.6%,-2%
CN1C(C(=O)Nc2ccccn2)=C(O)c2ccccc2S1(=O)=O,-11%&-12%&-3%&-18%&3%&-11%,7%,-8%&6%&-5%&-8%&1%&-9%,8%,1%,-13%,2.1%,-2%
CCOc1ccc(C(=O)Nc2ccccc2N2CCCC2)cc1,-14%,-6%,3%,5%,-14%,-21%[46.1 µM],-2.2%,-1%
CCOc1cc(C2C3=C(CCCC3=O)OC3=C2C(=O)CCC3)cc([N+](=O)[O-])c1O,0%,-5%,9%,3%,-2%,-27%,3.6%,-5%
O=C(Cn1cnc2c(oc3ccccc32)c1=O)NCc1ccco1,-3%,-1%,3%,0%,-8%,0%[46.1 µM],0.0%,-1%
Cc1nc(SCC(=O)Nc2c(C)nn(C)c2C)c2cnn(-c3ccccc3)c2n1,-3%,2%,2%,6%,-3%,1%[46.1 µM],-2.3%,1%
CC(N)COC(=O)C(CCCCN)NC(=O)Cc1c(-c2ccc3ccccc3c2)[nH]c2c1ccc1ccccc12 (stereo not given),/,?,/,?,9%,/,/,-15%
COc1ccccc1NC(=O)N1CCOc2ccccc21,13µM*[quencher],/,4%,/,-2%,/,0.0%,-6%
CC1(C)Oc2nc3ccccc3n2/C1=C\C#N,13%,?,2%,10%,2%,0%[46.1 µM],0.0%,-5%
O=C(Cn1nc(C(F)(F)F)c2c1CCC2)N1CCN(c2ccccc2)CC1,-5%,-5%,3%,8%,2%,-8%[46.1 µM],2.4%,-1%
Cc1cccc(NC(=O)c2c(NC(=O)c3ccco3)sc3c2CCC(C(C)(C)C)C3)c1 (stereo not given),-9%,/,-17%,/,8%,/,-2.0%,-4%
COC(=O)[C@@H]1C[C@@H]2CC[C@@H](O)C[C@@H]2N1Cc1ccc(OC)cc1,0%&2%,-1%&17%,0%&4%,12%&4%,11%&1%,24%,-1.0%&0.3%,-4%&-1%
O=S(=O)(c1cc(Cl)cc(Cl)c1)N1CCCC1c1nc2ccccc2s1 (stereo not given),-15%,8%,-2%,-2%,8%,-11%[46.1 µM],-0.8%,-2%
Cc1ccc2c(CNC3CCCC3)c(C(=O)O)n(Cc3ccc(F)cc3)c2c1,-14%,/,-3%,/,11%,/,1.1%,-1%
CN1CCN(C(=O)c2c(O)c3cccc4c3n(c2=O)CC4)CC1,-1%,-3%,2%,0%,0%,5%[46.1 µM],0.0%,-3%
CCCn1c(C)cc(=O)c2cc(NC(=O)c3ccccn3)ccc21,-20%,1%,-8%,-1%,-14%,-18%[46.1 µM],-1.1%,0%
CCOC(=O)N1CCN(C(=O)CSc2ccc3nnc(CCNC(=O)c4ccccc4)n3n2)CC1,-2%,0%,-10%,-12%,5%,8%,-1.7%,0%
CCOC(=O)C1(CCOc2ccccc2)CCN(Cc2nccn2CC)CC1,3%,3%,-12%,4%,-7%,6%,1.1%,-5%
CC[C@@H]1CC=C[C@H]2[C@H]1C(=O)N(Cc1ccccc1)[C@H]2c1ccc(OC)c(Cl)c1,-20%,26%,6%,-6%,-7%,?,-1.9%,-2%
Cc1cc(C)cc(NC(=O)Cn2nnc(C(=O)NCCc3ccccc3)c2N)c1,-5%,/,-19%,/,4%,/,3.6%,-2%
COc1ccccc1CNC(=O)c1cnn(-c2ccc(F)cc2F)c1C1CCN(C(=O)OC(C)(C)C)CC1,-4%,/,4%,/,-3%,/,-0.2%,-2%
CCOC(=O)c1ccc(Cl)c(S(=O)(=O)N2CCCC2)c1,0%,11%,-7%,-10%,-1%,0%,-1.8%,-2%
O=C(O)c1cccc(N2C(=O)CSC2c2c(F)cccc2Cl)c1 (stereo not given),4%,5%,5%,7%,-7%,-1%[46.1 µM],-1.2%,0%
O=c1oc2cc(O)ccc2s1,-26%,3%,?,-2%,3%,/,0.0%,-3%
CCOC(=O)c1c(NC(=O)c2cnn3c2NC(c2cccc(OC)c2)CC3C(F)(F)F)sc2c1CCCC2 (stereo not given),-7%,-10%,-6%,0%,-11%,8%,0.0%,1%
CN(C)/C=C(/C(=O)c1ccc(Cl)c(Cl)c1)c1nnnn1-c1ccccc1,0%,-4%,-6%,6%,-2%,-4%,0.0%,-2%
COc1ccccc1NC(C)=O,0%,-6%,6%,22%,-8%,16%[46.1 µM],0.4%,0%
CC(=O)Nc1ccc(C(=O)NC(CC(=O)O)c2ccc(Cl)cc2)cc1 (stereo not given),0%,-1%,-3%,-7%,2%,-6%[46.1 µM],-0.1%,-2%
CCOc1ncccc1C(=O)NCc1ccccc1F,-4%,3%,-7%,9%,0%,0%,1.1%,-1%

# Looked up above.
# In GLA spleen mod, CCOc1cc(C2C3=C(CCCC3=O)OC3=C2C(=O)CCC3)cc([N+](=O)[O-])c1O shows 3%
# In Tau fibril FP, Cc1cccc2c(=O)cc(C)n(CC(N)=O)c12 shows 4%

# Additional compounds:
SMILES,Tau fluor counter,CBFb-RUNX1 inh,Tau fibril FP,GLA spleen mod,TRb-SRC2 inh,NPSR antagonist,Epigenetic reg,TexasRed fluor
CSCSC1=C(C#N)C(c2ccccc2Cl)C(C(C)=O)=C(C)N1 (stereo not given),?,15%,-10%,4%,-2%,-13%[46.1 µM],-0.9%,3%
C=CCc1ccccc1OCC(=O)OCCNC(=O)c1cccnc1,-5%,1%,2%,1%,5%,-1%[46.1 µM],-1.1%,-4%
CCC(C)(C(=O)NC1CCCC1)N(C)C(=O)Cc1c[nH]c2ccccc12 (stereo not given),-8%,-2%,-1%,2%,-4%,21%,1.1%,-1%
N#C/C(C(=O)NCc1ccco1)=C1/SC(Cc2ccc(F)cc2)C(=O)N1c1ccccc1 (stereo not given),-11%,-5%,?,1%,-2%,-21%[46.1 µM],-6.9%,0%
Cc1snc(SCC(=O)c2ccc(F)cc2)c1C#N,-17%,-5%,8%,-4%,0%,-16%,-2.5%,-1%
O=C(CNC(=O)C12CC3CC(CC(C3)C1)C2)N1CCN(S(=O)(=O)/C=C/c2ccccc2)CC1,-8%,1%,-5%,3%,5%,-9%[46.1 µM],-0.9%,-6%
O=C(O)/C=C/C(=O)Nc1ccc(F)cc1F,1%,-3%,6%,7%,-5%,2%[46.1 µM],-4.0%,-2%
COc1ccc(C(=O)Nc2ccccc2C(=O)N/N=C/c2ccccn2)cc1OC,-8%,-28%,-7%,5%,-10%,11%,?,2%
C=CCNC(=O)N1CCCC(C(=O)c2cccc(Cl)c2)C1 (stereo not given),3%,?,-2%,4%,-5%,-14%,-1.2%,0%
Cc1ccc(C2CC(C(F)(F)F)n3nc(C(=O)NCc4ccco4)cc3N2)cc1 (stereo not given),-11%,-5%,8%,9%,-14%,-24%[46.1 µM],0.0%,1%
O=C(O)CCCCCNc1nc2ncn(Cc3ccccc3)c2c(=O)[nH]1,7%,6%,3%,0%,12%,-4%[46.1 µM],1.0%,0%
CCc1cc2c(=O)c(Oc3ccccc3)c(C)oc2cc1O,-14%,6%,-9%,?,-17%,?,-0.9%,-4%
CC(=O)c1ccc(N2CCN(C(=O)c3cc4c(-c5ccccc5F)nn(C)c4s3)CC2)cc1,-25%,-9%,3%,-22%,-2%,?,-0.2%,-2%
Cc1cccc(C(=O)N/C(=C\c2ccc(C)o2)C(=O)O)c1,-4%,-1%,-1%,0%,3%,-9%,-2.6%,-2%

# Structural class: the entries above with an aryl methoxy group (seven)
SMILES,Tau fluor counter,CBFb-RUNX1 inh,Tau fibril FP,GLA spleen mod,TRb-SRC2 inh,NPSR antagonist,Epigenetic reg,TexasRed fluor
COc1ccccc1NC(=O)N1CCOc2ccccc21,13µM*[quencher],/,4%,/,-2%,/,0.0%,-6%
COC(=O)[C@@H]1C[C@@H]2CC[C@@H](O)C[C@@H]2N1Cc1ccc(OC)cc1,0%&2%,-1%&17%,0%&4%,12%&4%,11%&1%,24%,-1.0%&0.3%,-4%&-1%
CC[C@@H]1CC=C[C@H]2[C@H]1C(=O)N(Cc1ccccc1)[C@H]2c1ccc(OC)c(Cl)c1,-20%,26%,6%,-6%,-7%,?,-1.9%,-2%
COc1ccccc1CNC(=O)c1cnn(-c2ccc(F)cc2F)c1C1CCN(C(=O)OC(C)(C)C)CC1,-4%,/,4%,/,-3%,/,-0.2%,-2%
CCOC(=O)c1c(NC(=O)c2cnn3c2NC(c2cccc(OC)c2)CC3C(F)(F)F)sc2c1CCCC2 (stereo not given),-7%,-10%,-6%,0%,-11%,8%,0.0%,1%
COc1ccccc1NC(C)=O,0%,-6%,6%,22%,-8%,16%[46.1 µM],0.4%,0%
COc1ccc(C(=O)Nc2ccccc2C(=O)N/N=C/c2ccccn2)cc1OC,-8%,-28%,-7%,5%,-10%,11%,?,2%
